FLuc counter: qHTS profiling assay for firefly luciferase inhibitor/activator using purifed enzyme and Km concentrations of substrates (counterscreen for miR-21 project) | actives 6.9% (n = 360,000) | purified FLuc, Km substrates, luminescence inhibition | Luciferin 4-monooxygenase (Photinus pyralis), P08659 | Potency, µM (titrated, usually from 57.5 µM), for the others: top-dose activity change, negative = inhibition, usual class: inhibitors;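 note: potency is the fitted concentration of half-maximal effect; plate controls were vehicle for no effect and reference inhibitor for full effect; nearly all actives have a fitted effect of over 55% in size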
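Purified P. pyralis luciferase (10nM final) with 10uM D-luciferin and 10uM ATP (Km levels) in 50mM Tris acetate pH 7.5, 10mM Mg acetate, 0.01% Tween-20, 0.05% BSA; qHTS 6-point titration, ~60 µM downward; luminescence read.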
Rab9 promoter act: qHTS Assay for Rab9 Promoter Activators; Huh7 Rab9 promoter-luciferase reporter, luminescence, 24 h; Potency, µM (highest dose often 9.22 µM), for the others: at the top dose activation, negative = inhibition, most hits filed as activators; actives 2.8% (n = 320,000); note: potency is the fitted concentration of half-maximal effect; % of control where 0% means no effect; nearly all actives have a fitted effect of over 60% in size
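Rab9 promoter-driven luciferase in stably transfected Huh7 cells; 1500 cells/well rested 2 h, exposed to compound in DMSO for 24 h at 37 °C, 5% CO2. Luminescence read 10 min after adding luciferase reagent at ambient temperature.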
NPC1 promoter act: qHTS Assay for NPC1 Promoter Activators. Potency, µM (top dose mostly 9.22 µM), for inactives: at the top dose activation, most hits filed as activators. actives 2.4% (n = 320,000). Huh7 NPC1 promoter luciferase reporter, 24 h;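 note: potency is the fitted concentration of half-maximal effect; % of control where 0% means no effect; nearly all actives have a fitted effect of over 60% in size; reporter is driven by a mutant NPC1 promoter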
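Huh7 reporter cells (NPC1 promoter driving luciferase) are dosed with compound for 24 h at 37 °C, 5% CO2; luciferase detection reagent is then added and luminescence measured after 10 min at ambient temperature.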
ELG1 genotox: qHTS screen for small molecules that induce genotoxicity in human embryonic kidney (HEK293T) cells expressing luciferase-tagged ELG1. HEK293T ELG1-luciferase reporter, luminescence, 16 h. Potency, µM (top dose mostly 46 µM), inactives show at the highest dose activity change, positive = activation, most hits filed as activators. actives 1.3% (n = 330,000). AID 504466, 2011; note: potency is the fitted concentration of half-maximal effect; % of control where 0% means no effect; nearly all actives have a fitted effect of over 60% in size
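Reporter readout depends on ELG1 protein level, which increases with genetic stress. After 16 hr compound exposure at 37 °C, luciferase activity was quantified using ONE-Glo.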
PKM2 act: qHTS Assay for Activators of Human Muscle isoform 2 Pyruvate Kinase. Pyruvate kinase PKM (Homo sapiens), P14618. purified PKM2, Kinase-Glo ATP luminescence, activation; response scale: 0% is enzyme alone, no compound. Potency, µM (doses to about 57.5 µM), for the others: at the highest dose activation, hits mostly activators. actives 0.34% (n = 260,000). AID 1631, 2009; note: potency is the fitted concentration of half-maximal effect; % is set by controls: 0 for no effect and ±100 for the full control effect; nearly all actives have a fitted effect of over 55% in size
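hPK-M2, >95% pure; 0.1 mM ADP / 0.5 mM PEP final; imidazole pH7.2 buffer w/ 7 mM MgCl2, 50 mM KCl; 1 h RT; Kinase-Glo lum. Intermediate enzyme activity for dual inhibitor/activator qHTS.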
Menin MLL FP TR: qHTS Assay for Inhibitors Targeting the Menin-MLL Interaction in MLL Related Leukemias: Competition With Texas Red Labeled MLL-derived Mutant Peptide; O00255; Menin + Texas Red MLL mutant peptide, fluorescence polarization; Potency, µM (doses to about 61.6 µM), for inactives: top-dose FP activity change, negative = inhibition, hits mostly inhibitors; actives 0.23% (n = 270,000); AID 1768, 2009; active = well fitted inhibition curve with a large enough effect in the polarisation, with a control signal flat, not every such curve was filed as active; inconclusive = small, poorly fitted or top-dose-only effect, or effect the other way, or a change in a side signal; inactive = no such curve, though single readings can be large or run the other way; the % refers to the polarisation; note: potency is the fitted concentration of half-maximal effect; % of control where 0% means no effect; many of its hits are not listed in these tables
Target sequence (O00255 whole entry, looked up): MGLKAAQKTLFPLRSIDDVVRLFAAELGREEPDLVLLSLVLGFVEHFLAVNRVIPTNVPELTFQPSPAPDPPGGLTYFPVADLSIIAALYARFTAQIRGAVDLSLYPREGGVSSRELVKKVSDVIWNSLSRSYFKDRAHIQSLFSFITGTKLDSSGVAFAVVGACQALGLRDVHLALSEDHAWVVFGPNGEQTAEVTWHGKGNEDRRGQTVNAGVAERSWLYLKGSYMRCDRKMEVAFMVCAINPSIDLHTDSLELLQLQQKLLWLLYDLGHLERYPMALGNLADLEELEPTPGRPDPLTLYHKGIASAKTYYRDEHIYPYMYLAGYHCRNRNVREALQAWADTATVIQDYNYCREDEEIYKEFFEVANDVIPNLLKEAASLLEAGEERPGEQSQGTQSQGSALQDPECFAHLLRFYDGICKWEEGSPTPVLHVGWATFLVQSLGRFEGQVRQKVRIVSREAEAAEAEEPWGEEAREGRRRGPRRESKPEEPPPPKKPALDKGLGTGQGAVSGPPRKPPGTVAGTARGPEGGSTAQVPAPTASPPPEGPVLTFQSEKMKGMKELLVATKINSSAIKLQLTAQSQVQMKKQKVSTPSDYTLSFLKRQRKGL
p53 reactivator: qHTS assay for re-activators of p53 using a Luc reporter | Potency, µM (highest dose often 92.2 µM), without a hit: at the top dose activity change, positive = activation, most hits filed as activators | H1299 p53-A138V BP100-luciferase reporter, luminescence, 24 h | actives 0.063% (n = 320,000); note: potency is the fitted concentration of half-maximal effect; % of control where 0% means no effect; nearly all actives have a fitted effect of over 45% in size
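p53-null H1299 cells stably carrying temperature-sensitive p53-A138V and a BP100-luciferase reporter were pinned with compounds (4-point, 1:5 series) and held 24 hrs at 37 deg C. Luminescence was read 10 min after detection reagent.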
Gal4-VP16 FLuc: VP16 counterscreen qHTS for inhibitors of ROR gamma transcriptional activity; Drosophila S2 Gal4-VP16 UAS-luciferase, luminescence, 20 h; Potency, µM (titrated, usually from 53.6 µM), inactives show at the highest dose activity, negative = inhibition, hits mostly inhibitors; actives 3.5% (n = 310,000);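 note: Gal4-VP16 expression switched on by copper sulfate through the metallothionein promoter; potency is the fitted concentration of half-maximal effect; % is set by controls: 0 for no effect and ±100 for the full control effect; nearly all actives have a fitted effect of over 50% in size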
RORg inh: qHTS for inhibitors of ROR gamma transcriptional activity | Nuclear receptor ROR-gamma (Mus musculus), P51450 | Drosophila S2 Gal4-RORgamma UAS-luciferase reporter, 20 h | Potency, µM (doses to about 53.6 µM), without a hit: at the top dose activity change, negative = inhibition, usual class: inhibitors | actives 5.4% (n = 310,000); note: potency is the fitted concentration of half-maximal effect; % is set by controls: 0 for no effect and ±100 for the full control effect; nearly all actives have a fitted effect of over 60% in size
Target sequence (P51450 whole entry, looked up, the tested form may be a part): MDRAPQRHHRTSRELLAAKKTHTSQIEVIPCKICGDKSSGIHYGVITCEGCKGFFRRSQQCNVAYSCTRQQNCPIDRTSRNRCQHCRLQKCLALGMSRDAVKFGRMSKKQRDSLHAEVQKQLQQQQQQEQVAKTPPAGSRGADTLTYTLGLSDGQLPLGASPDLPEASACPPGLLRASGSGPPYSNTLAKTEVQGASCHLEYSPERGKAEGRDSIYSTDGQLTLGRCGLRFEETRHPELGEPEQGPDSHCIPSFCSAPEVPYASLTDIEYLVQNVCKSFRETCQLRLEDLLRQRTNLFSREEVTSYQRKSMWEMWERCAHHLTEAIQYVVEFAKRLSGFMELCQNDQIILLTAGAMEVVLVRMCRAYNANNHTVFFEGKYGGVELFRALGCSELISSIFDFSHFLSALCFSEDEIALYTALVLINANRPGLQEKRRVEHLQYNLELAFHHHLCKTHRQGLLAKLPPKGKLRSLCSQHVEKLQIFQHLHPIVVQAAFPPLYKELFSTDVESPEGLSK
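ROR gamma transcriptional activity was tracked as Gal4-UAS luciferase output in stably transfected Drosophila Schneider cells, with compound added 1 hr before 700 uM copper sulfate induction and a 20 hr ambient-temperature incubation.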
BRCA1 expr up: qHTS Assay to Identify Small Molecule Activators of BRCA1 Expression; MCF7-BRCA1-FFLuc reporter, luminescence, 48 h; response scale: scaled: vehicle 0%, 10 µM genistein 100%; Potency, µM (doses to about 46.1 µM), for the others: top-dose activation, most hits filed as activators; actives 1.1% (n = 380,000); note: potency is the fitted concentration of half-maximal effect; nearly all actives have a fitted effect of over 80% in size; some results filed as inactive show a strong effect at the top dose
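Quantitative HTS in MCF7 cells stably reporting BRCA1 expression via firefly luciferase. Compound treatment lasts 48 h at 37 °C in phenol-red free MEM. Activation is expressed relative to genistein at 10 microM and DMSO.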
Giardia killer: Small Molecules that selectively kill Giardia lamblia: qHTS; Giardia lamblia trophozoite viability; activity change, % at 7.66 µM, hits read low; actives 0.15% (n = 340,000); AID 540267, 2011; in the data active = activity change below about -80%; inconclusive = between about -30% and that limit;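 note: parasites exposed to compound for two days anaerobically before the ATP read; % is set by controls: 0 for no effect and ±100 for the full control effect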
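Each well holds 100 Giardia trophozoites and compound. After two days (48 hrs) at 37 deg C in anaerobic conditions, ATP is quantified by luminescence.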
* = called active by the depositor; ? = inconclusive; / = no result given; & = joins results of further samples; ! = repeats disagree; [ ] = dose if it differs, or a comment. Unless noted, calls come from the whole dose curve; as a rule, active = well fitted curve in the direction sought with a large enough effect; inconclusive = small, poorly fitted or top-dose-only effect, or another doubt; inactive = no such curve, though single readings can be large; an effect the other way counts as inactive or inconclusive.

SMILES | FLuc counter | Rab9 promoter act | NPC1 promoter act | ELG1 genotox | PKM2 act | Menin MLL FP TR | p53 reactivator | Gal4-VP16 FLuc | RORg inh | BRCA1 expr up | Giardia killer
COC(=O)c1ccc(CSc2nc3ccccc3c(=O)n2-c2ccccc2)o1 | 0% | -2% | 2% | -3% | 4% | -12% | -5% | 15% | -22% | -16% | -3
Cc1cccc(/C=N/NC(=O)c2cc(-c3cccnc3)nc3ccccc23)c1 | -3% | -1% | -7% | -4% | 10% | -4% | -3% | -15% | ? | -13% | 13
O=C(CN1CCCCC1)N/N=C/c1cc2ccccc2nc1Cl | -3% | -2% | 0% | -2% | -4% | 4% | 1% | 4% | 8% | 0% | 17
CC(=O)Nc1ccc(S(=O)(=O)NCCc2c[nH]c3ccc(C)cc23)cc1 | 1% | 1% | -4% | -10% | -16% | -16% | 6% | -2% | 33% | -28% | -1
CCOc1ccc(OCc2ccc(C(=O)NCC3CCCO3)o2)cc1 (configuration not stated) | -15% | 3% | 25% | 4% | -2% | 5% | 6% | 12% | -19% | ? | 8
CCN(CC)C(=O)CSc1nnc(-c2cc3ccccc3cc2O)n1CC | -1% | 11% | 1% | -9% | -20% | 24% | -1% | 1% | -2% | -36% | 5
COc1cccc(C(c2sc3nc(C)nn3c2O)N2CCc3ccccc3C2)c1 (configuration not stated) | 2% | -7% | -2% | 0% | 2% | -21% | -7% | 16% | -12% | -33% | 7
CCCCN(C(=O)c1cc(CC)c(C)s1)c1c(N)n(CC(C)C)c(=O)[nH]c1=O | 0% | 5% | 1% | 3% | -1% | -2% | 3% | 15% | -2% | -15% | -3
COc1ccc(/C=C/C(=O)NNc2c(F)c(F)cc(F)c2F)cc1OC | 0% | -4% | -2% | 4% | 4% | -4% | 14% | 0% | -6% | -25% | 5
O=C(O)c1ccccc1-c1ccccc1C(=O)NCc1ccccc1F | 3% | 0% | -1% | 1% | -8% | 16% | 13% | -5% | 23%[1.91 µM] | -2% | 30
c1ccc2c(CSc3ncnc4nc[nH]c34)cccc2c1 | -20% | -15% | 2% | -4% | 2% | ? | -3% | ? | ? | -29% | -9
N/N=C1\CCCc2c1[nH]c1ccc([N+](=O)[O-])cc21 | -2% | -3% | 0% | -1% | -4% | / | -4% | -6% | 12% | 0% | -9
CCCCN1C(=O)C(=O)NC[C@@H]1C(C)CC (some centres not stated) | 0% | -4% | -1% | 2% | -15% | / | -1% | -8% | 27% | -6% | -1
O=c1n(-c2ccccc2)c(=O)n2n1CCCC2 | -1% | -14% | 2% | 3% | -14% | -26% | 18% | 0% | -1% | -1% | -3
COC(=O)c1cc(S(=O)(=O)NCc2cccc(OC)c2)cn1C | 0% | 1% | -9% | 2% | -8% | -2% | 11% | 1% | -15% | -5% | -10

The last 2 entries of the part before come first, to join the parts:
SMILES | FLuc counter | Rab9 promoter act | NPC1 promoter act | ELG1 genotox | PKM2 act | Menin MLL FP TR | p53 reactivator | Gal4-VP16 FLuc | RORg inh | BRCA1 expr up | Giardia killer
O=c1n(-c2ccccc2)c(=O)n2n1CCCC2 | -1% | -14% | 2% | 3% | -14% | -26% | 18% | 0% | -1% | -1% | -3
COC(=O)c1cc(S(=O)(=O)NCc2cccc(OC)c2)cn1C | 0% | 1% | -9% | 2% | -8% | -2% | 11% | 1% | -15% | -5% | -10
CS(=O)(=O)CCC(C(=O)N1CCOCC1)N1C(=O)c2cc(Cl)c(Cl)cc2C1=O (configuration not stated) | 0% | -2% | -3% | 0% | -4% | 3% | -2% | -16% | 0% | 2% | -3
Cc1ccc(NC(=O)C(=O)NN=C2CCCC2)cc1C | 13µM* | ? | 19% | 7% | -7% | 9% | 7% | -3% | 4% | 23% | -11
Cc1ccc(CNC(=O)c2cc3c(=O)n4cccc(C)c4nc3n(CC3CCCO3)c2=N)cc1 (configuration not stated) | 0% | -5% | -4% | -2% | 3% | -15% | 24% | -6% | -9% | / | /
COc1ccccc1-c1nc2n(n1)C(c1ccc(Cl)cc1)C(C(N)=O)=C(C)N2 (configuration not stated) | 0% | -2% | 0% | 0% | -9% | 5% | -2% | -1% | 29% | -3% | 0
Cc1ccc(NC(=O)CSc2ncnc3ccccc23)cc1S(=O)(=O)N1CCCCC1 | -20% | -7% | -2% | 2% | 6% | 6% | 3% | ? | ? | -52% | 31[activator]
COc1ccc(-c2cc(=O)c3ccc(O)cc3o2)cc1 | / | / | / | / | / | 22µM*! | / | 19%&-10% | -12%&-2% | ? | 7
N#CCC(=O)N1CCN(C=O)CC1 | 2% | 1% | -1% | -5% | -5% | -2% | -3% | -1% | 0% | 0% | 0
CCCCC(=O)Nc1cccc(NC(=O)CC)c1 | 0%[2.3 µM] | 3% | 1% | 2% | 2% | -18% | 6% | 8% | ? | 0% | 15
O=C(NN(CC(O)COc1ccccc1)CC(O)COc1ccccc1)c1ccccc1 (configuration not stated) | -4% | -2% | -2% | -5% | -3% | / | -3% | 2% | 13% | 0% | 7
COc1ccc(CCN2CC(C(=O)NCc3nc(C)c(C)s3)CCC2=O)cc1 (configuration not stated) | 5% | 0% | -4% | 3% | 0% | -11% | 0% | 2% | 3% | -4% | 7
CCCc1cc(N2CCCC(C(=O)Nc3c(OC)cccc3OC)C2)n2ncnc2n1 (configuration not stated) | -6% | -1% | 6% | -1% | 3% | -8% | -15% | -5% | 2% | -1% | 9
COC/C=C/C1=CC2=CC(=O)C(C)(OC(=O)c3ccco3)C(=O)C2=CO1 (configuration not stated) | -3% | -14% | -2% | 2% | 0% | -5% | 1% | -8%&3% | -2%&-17% | / | /
COc1ccc(C2C(C(=O)c3cccs3)=C(O)C(=O)N2CCN2CCOCC2)c(OC)c1 (configuration not stated) | 6% | -4%[1.84 µM] | -1% | 0% | / | -17% | 5% | 1% | 1% | 0% | -20
N#Cc1ccccc1NC(=O)Nc1cccc(Cl)c1 | ? | / | / | / | -4% | 13% | / | 5% | 34% | 4% | 2
COc1ccc(CNCCc2ccccc2)cc1OCC(N)=O | -9% | -1% | 2% | 5% | -3% | -13% | -1% | 1% | 4% | 32% | 8
Cc1cc(/C=N/NC(=O)c2ccccc2F)c(C)n1-c1ccccc1 | 2.1µM* | 0.63µM* | 2.5µM* | ? | 0% | 3% | ? | ? | 13µM* | ? | 3
O=C(CNC(=O)c1ccccc1F)OCC(=O)N1CCCCC1 | 0% | 1% | -1% | 1% | 2% | -1% | 11% | -3% | -16% | 1% | 2
COc1ccc(N2C(=O)C(CC(=O)Nc3ccc(Cl)cc3)N(NC(=O)c3cccc(F)c3)C2=S)cc1 (configuration not stated) | 2% | -3% | -4% | -9% | 2% | / | 1% | -6% | -36% | -1% | -1
CCOC(=O)C1=C(C)OC(N)=C(C#N)C1C1CCCCC1 (configuration not stated) | 2% | 2% | -16% | 0% | -1% | -1% | 0% | -24% | -32% | -13% | -5
C#Cc1cccc(NC(=O)c2ccc(Cl)cc2Cl)c1 | 2.7µM* | 1.1µM* | 1.8µM* | 16µM* | -2% | 50%[activator] | ? | 2% | 1% | 1.8µM* | -10
CC(NC(=O)Nc1cccc([N+](=O)[O-])c1)(C(F)(F)F)C(F)(F)F | 4% | -27% | -7% | -2% | -3% | 54%[activator] | -8% | ? | 43% | -79% | -16
COc1ccc(C(=O)COC(=O)CNS(=O)(=O)c2ccc(C)cc2)cc1 | 1% | -14% | 0% | 1% | -2% | -19% | 2% | -2% | -3% | -9% | -11
CN(C)c1nc(NCc2ccccc2)nc(SCC(=O)Nc2ccccc2Cl)n1 | -1% | -9% | 0% | 2% | -18% | -16% | -3% | ? | ? | -34% | 0
CC(=O)Nc1ccc2c(c1)C(=O)N(c1ccc(C)cc1)C2=O | ? | -3% | 18% | ? | 3% | 3% | 8% | -16% | -4% | -9% | -5
Cn1c(=N)n(CC(O)c2cccs2)c2ccccc21 (configuration not stated) | -2% | -1% | -2% | -1% | -18% | 8% | -3% | -5% | -8% | -3% | 4

Assay outcomes from PubChem.

These rows are one share of the data. The share of hits here may be higher or lower than overall.
